# Bioassay records deposited in PubChem by several laboratories.
# Fam108B inh = counter-screen for RBBP9 inhibitors: inhibitors of mouse Fam108B; 300,000 compounds, 0.33% hits; inhibition, % at 9.51 µM; recombinant Fam108B, FP-Rh probe fluorescence polarization; AID 1947;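 active = inhibition above the screen mean inhibition plus 3 SD, computed separately per campaign, cut at about 18% in these data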;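 note: inhibitors lower polarization as less probe binds the enzyme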
# PME-1 inh = PME-1 (human) inhibition; inhibition, % at 5.9 µM; AID 2130; recombinant PME-1, FP-Rh probe fluorescence polarization; 320,000 compounds, 0.53% hits;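 active = inhibition above the campaign mean of all compounds plus 3 SD, cut at about 26% in these data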;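 note: competitive labeling of PME-1 active site by serine hydrolase directed probe; 0% = PME-1 with DMSO and 100% = wells lacking PME-1 enzyme; inhibitors block probe labeling so polarization falls and inhibition rises; many of its hits are not listed in these tables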
# PAD4 FP inh = inhibitors of human PAD4. recombinant PAD4, RCA probe fluorescence polarization. inhibition, % at 6.36 µM. 330,000 compounds, 0.41% hits;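 active = percent inhibition above a cutoff equal to the mean of all tested compounds plus 3 SD, cut at about 15% in these data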;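 note: 0% = PAD4 with RCA probe and DMSO and 100% = probe without PAD4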
# Target sequence (Q9UM07 whole entry, looked up): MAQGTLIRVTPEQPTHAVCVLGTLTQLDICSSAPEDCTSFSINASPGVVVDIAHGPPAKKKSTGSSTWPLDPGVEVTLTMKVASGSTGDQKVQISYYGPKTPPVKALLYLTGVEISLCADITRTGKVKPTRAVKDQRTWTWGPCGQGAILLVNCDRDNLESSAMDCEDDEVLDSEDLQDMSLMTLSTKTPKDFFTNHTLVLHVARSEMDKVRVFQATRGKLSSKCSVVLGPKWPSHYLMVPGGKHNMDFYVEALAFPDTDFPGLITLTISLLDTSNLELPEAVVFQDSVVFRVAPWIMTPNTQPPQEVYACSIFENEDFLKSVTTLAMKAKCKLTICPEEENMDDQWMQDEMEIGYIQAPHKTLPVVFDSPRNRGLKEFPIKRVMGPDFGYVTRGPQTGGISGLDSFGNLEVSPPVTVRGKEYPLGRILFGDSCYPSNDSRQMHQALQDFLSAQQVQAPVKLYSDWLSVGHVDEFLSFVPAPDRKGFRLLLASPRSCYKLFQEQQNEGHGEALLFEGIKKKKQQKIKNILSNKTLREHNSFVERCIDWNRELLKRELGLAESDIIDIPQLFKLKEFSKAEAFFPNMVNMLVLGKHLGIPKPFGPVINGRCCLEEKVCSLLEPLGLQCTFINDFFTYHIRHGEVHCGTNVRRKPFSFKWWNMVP
# GLD-1 RNA inh = GLD-1-TGE RNA interaction inhibition (C. elegans) | Q17339 | purified GLD-1 + fluorescein TGE RNA, fluorescence polarization | inhibition, % at 5.96 µM | 320,000 compounds, 0.44% hits;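 active = percent inhibition above a per-plate cutoff, the plate mean of test compounds plus 3 SD, cut at about 30% in these data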;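 note: 0% = DMSO wells with GLD-1 and probe and 100% = wells lacking GLD-1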
# MEX-5 binding = C. elegans MEX-5 TCR-2 RNA binding activity; Q9XUB2; MEX-5/FITC-TCR2 RNA binding, fluorescence polarization; active compounds read low; activity score (negative = inhibition of binding), % at 10 µM; 300,000 compounds, 0.38% hits;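 active = inhibition past about -25% in most replicates, and total fluorescence under double the plate's negative control median, limit read from the data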;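 note: 0% = DMSO and -100% = 5 µM competing unlabeled TCR2 RNA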
# Target sequence (Q9XUB2 whole entry, looked up): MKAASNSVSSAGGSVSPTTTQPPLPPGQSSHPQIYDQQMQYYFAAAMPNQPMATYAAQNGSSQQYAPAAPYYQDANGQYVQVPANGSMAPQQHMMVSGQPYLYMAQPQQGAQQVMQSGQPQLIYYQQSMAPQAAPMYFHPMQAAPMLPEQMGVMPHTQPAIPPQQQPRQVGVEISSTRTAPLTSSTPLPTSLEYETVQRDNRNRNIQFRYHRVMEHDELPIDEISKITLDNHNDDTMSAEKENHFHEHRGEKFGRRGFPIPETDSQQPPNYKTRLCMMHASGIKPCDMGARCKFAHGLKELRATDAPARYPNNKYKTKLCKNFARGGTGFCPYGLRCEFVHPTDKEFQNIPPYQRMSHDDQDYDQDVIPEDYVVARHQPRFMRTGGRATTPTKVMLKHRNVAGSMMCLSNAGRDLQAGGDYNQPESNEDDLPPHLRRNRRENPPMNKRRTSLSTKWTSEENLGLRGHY
# Bcl-xL primary = blocks human Bcl-xL binding to Bim BH3 peptide; Q07817; GST-Bcl-xL / FITC-Bim BH3 peptide fluorescence polarization; inhibition, % at 10.9 µM; 320,000 compounds, 0.7% hits; AID 2129;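 active = inhibition above the mean of all tested compounds plus 3 SD, cutoff set per campaign, cut at about 30% in these data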;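 note: 0% = DMSO wells and 100% = unlabeled Bim-BH3 peptide competitor; inhibitors lower millipolarization by displacing the labeled peptide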
# MCL1 BIM primary = disrupts human MCL1 binding to BIM-BH3 peptide; Q07820; GST-MCL1 / FITC-Bim-BH3 fluorescence polarization; inhibition, % at 10.9 µM; 320,000 compounds, 0.68% hits; AID 2057;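 active = inhibition above the mean inhibition of all tested compounds plus 3 SD, set per campaign, cut at about 40% in these data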;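 note: 0% = DMSO wells and 100% = unlabeled Bim-BH3 peptide control; higher means more loss of mP so more displacement of Bim peptide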
# TPT1 inhibitor = C. albicans TPT1 enzyme inhibition; 300,000 compounds, 0.81% hits; recombinant caTPT1, FP RNA substrate dephosphorylation; inhibition, % at 5 µM;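 active = inhibition above the mean of all tested compounds plus 3 SD, set per screening campaign, cut at about 24% in these data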;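 note: plate controls were DMSO alone for no effect and ferristatin control at 100 nM for full effect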
# GSTO1 counter = counter-screen for RBBP9 inhibitors: inhibitors of human GSTO1; P78417; recombinant GSTO1, activity-based probe fluorescence polarization; inhibition, % at 5.96 µM; 300,000 compounds, 1.1% hits; AID 1974;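 active = inhibition above the campaign mean inhibition plus 3 SD, cut at about 35% in these data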;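 note: 0% = GSTO1-1 with DMSO and 100% = wells lacking GSTO1-1 enzyme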
# Active calls of the source: *; . = no result given. Not all compounds are listed. The share of hits here may be higher or lower than overall.
SMILES,Fam108B inh,PME-1 inh,PAD4 FP inh,GLD-1 RNA inh,MEX-5 binding,Bcl-xL primary,MCL1 BIM primary,TPT1 inhibitor,GSTO1 counter
CCn1c(SCC(=O)N/N=C/C=C\c2ccccc2[N+](=O)[O-])nnc1-c1ccccc1,-4,2,-1,5,1.5,4,4,-3,-4
O=C(O)CN1C(=O)C2C3CC(C2C1=O)C1C(c2ccc(Cl)cc2)c2sc(=O)[nH]c2SC31 (configuration not stated),2,1,-1,2,-0.4,7,17,-2,7
Cc1cc(Br)ccc1OCCCCN1CCCCC1,1,-2,2,5,-3.2,10,10,-2,4
CCOC(=O)c1c(-c2ccc(C)cc2)csc1/N=C(\C)C1=C(O)c2ccccc2C1=O,-8,2,-10,-18,-1.0,1,-6,1,8
Cc1nnc(SCC(=O)NC2CC2)n1-c1ccccc1,-1,7,-6,-5,1.9,-4,-7,-2,-12
CC(C)CNC(=O)NC(=O)COc1ccc(C=O)cc1,-6,4,-8,-1,-1.1,-8,-6,0,-1
CCOC(=O)c1c(-c2cccs2)csc1NC(=O)CN1CC(C)OC(C)C1 (configuration not stated),0,-2,0,10,0.8,5,7,-2,17
Nc1ncnc(NCc2ccccc2)c1[N+](=O)[O-],-1,3,7,3,-0.5,3,0,0,0
COc1ccc(N2CCN(C(=O)c3ccc(CS(=O)Cc4ccc(C)cc4)o3)CC2)cc1 (configuration not stated),-1,1,2,-2,-0.6,3,0,0,-3
COc1ccc(CNc2ccc(N3CCOCC3)cc2)cc1,-4,1,-5,-3,0.0,9,17,2,-3
COc1ccc(OCCCC(=O)Oc2ccc(OC)cc2)cc1,5,-2,0,0,0.2,-5,4,-5,-3
Cc1nc(C)c(C(=O)O)c(-c2cccs2)c1C(=O)O,-2,1,0,1,1.7,2,3,1,12
O=C(Nc1cccc2cccnc12)c1cccc2ccccc12,-4,-1,-5,3,-0.2,2,2,-1,1
O=C(Cn1c(=O)c2cccn2c2cccnc21)N1CCN(c2ccccc2F)CC1,5,1,0,5,-5.8,10,-2,2,-1
c1ccc(Sc2nc(N3CCCCC3)nc(N3CCCCC3)n2)nc1,5,0,-9,5,-2.8,-3,-5,-3,7
Cc1cccc(/C=N/NC(=O)c2cccc([N+](=O)[O-])c2)n1,-5,4,4,1,0.3,4,0,-2,10
O=C(O)CCC(=O)N(Cc1cccnc1)Cc1cccc(F)c1,-2,7,-4,5,-2.6,0,5,1,4
CCn1c(-c2ccc(C)cc2)n[nH]c1=S,3,-2,1,2,-3.4,-15,-5,-2,-2
COC(=O)[C@@]1(Cc2ccc(F)cc2)[C@H]2c3cc(C(=O)N(C)C)n(CCSCCO)c3C[C@H]2CN1C(=O)c1ccccc1,-5,3,3,8,0.3,9,7,-2,6
CCN(CC)S(=O)(=O)c1ccc(N2CCOCC2)c(NC(=O)c2ccccc2F)c1,1,0,-1,-11,0.2,-3,-4,7,-7

# Pulled one by one from the list above:
SMILES,Fam108B inh,PME-1 inh,PAD4 FP inh,GLD-1 RNA inh,MEX-5 binding,Bcl-xL primary,MCL1 BIM primary,TPT1 inhibitor,GSTO1 counter
CCn1c(SCC(=O)N/N=C/C=C\c2ccccc2[N+](=O)[O-])nnc1-c1ccccc1,-4,2,-1,5,1.5,4,4,-3,-4
COc1ccc(N2CCN(C(=O)c3ccc(CS(=O)Cc4ccc(C)cc4)o3)CC2)cc1 (configuration not stated),-1,1,2,-2,-0.6,3,0,0,-3

# The list continues:
SMILES,Fam108B inh,PME-1 inh,PAD4 FP inh,GLD-1 RNA inh,MEX-5 binding,Bcl-xL primary,MCL1 BIM primary,TPT1 inhibitor,GSTO1 counter
Cc1cc(C(=O)N/N=C/c2c(C)[nH]n(-c3ccccc3)c2=O)n[nH]1,4,-5,-17,3,0.5,13,21,1,6
CC1CCCN(C(=O)CCNC(=O)c2ccccc2Cl)C1 (configuration not stated),3,5,-2,5,-0.7,7,0,0,1
O=C(O)c1cccc(N2C(=S)N=C(Nc3ccccc3)C23CCCCC3)c1,-1,10,4,0,1.7,5,11,1,-1
CCc1cc(Br)ccc1N1C(=O)C2CC=CCC2C1=O (configuration not stated),-3,-1,-2,-1,0.0,4,-4,0,-3
Cc1oc2nc(SCCCC(=O)NCCCO)nc(N)c2c1C,-3,1,-4,-4,0.1,6,11,-1,-2
C/C(=N\NC(=O)c1cc2c(s1)CCC(C)C2)c1ccc[nH]1 (configuration not stated),.,7,4,4,.,-1,1,.,.
CC(=O)NS(=O)(=O)c1ccc(NC(=O)c2ccc(S(=O)(=O)N3CCCC3)cc2)cc1,.,4,2,2,.,4,5,.,.
Cn1cc(CN2CCN(c3ccccc3)CC2)c2ccccc21,1,-1,1,10,-0.4,0,0,0,-3
O=C(CNC(=O)c1ccc2c(c1)OCO2)N/N=C(Br)/C=C/c1ccccc1,0,-7,1,0,-0.7,3,-2,21,-1
CCOC(=O)c1c(C)[nH]c(=S)c(C#N)c1-c1ccccc1,0,-10,4,-7,-0.6,7,-8,1,6
CN(C)/C=N/c1nccc(-c2cccs2)n1,-1,-3,-3,6,-0.1,2,-2,0,2
O=C(/C=C/c1cccnc1)c1cccc(O)c1,-1,-3,-3,-2,-0.7,3,10,2,-4
O=C(Nc1cccc(S(=O)(=O)N2CCCCC2)c1)c1ccc(N2CCCC2=O)cc1,.,-2,-4,5,.,5,-1,.,.
CC1/C(=C\c2ccc(Cl)cc2)C(=O)C2CC1C2(C)C (configuration not stated),-4,-2,1,3,1.3,5,-1,-1,2
Cc1cc(C(=O)NNc2ccc(C)c(C)c2)no1,1,-2,-6,0,-0.8,2,-3,-1,13
Cc1ccc(N2C(=O)c3ccccc3C2O)nc1 (configuration not stated),0,-1,1,-4,-0.9,-1,5,0,2
CCOC(=O)c1c(CN2CCN(C)CC2)n(C)c2cc(Br)c(OC)cc12,-3,-3,-2,5,0.8,0,-2,-3,-3
CN(Cc1nccn1C)C(=O)CC1C(=O)NCCN1Cc1cccc(Oc2ccccc2)c1 (configuration not stated),0,-3,3,8,2.6,9,14,-3,5
CCN(CC)CCCN(C)C(=O)Cn1nc(Cc2ccncc2)c2ccccc2c1=O,-2,-3,-2,6,0.3,-2,1,3,-1
NC(=O)COC(=O)c1cc(=O)[nH]c2ccc(S(=O)(=O)Nc3ccc(F)cc3)cc12,3,-4,-2,12,0.5,4,2,-2,18
CC(/C=C/c1ccc(N(C)C)cc1)=N\N=C(/N)SC1CC(=O)N(c2ccc(C(=O)O)cc2)C1=O (configuration not stated),0,3,-2,-26,-0.2,-9,-26,26*,-1
CCC(C)(C)n1nnnc1C(c1ccccc1)N1CCN(C2CCCC2)CC1 (configuration not stated),-1,-6,0,5,-0.7,5,5,-6,-3
O=C(O)CSc1nnc(-c2ccc(Cl)cc2Cl)n1-c1ccccc1,-1,-2,1,-3,3.6,-5,-17,0,8
COc1cc(C=O)ccc1Oc1nnnn1-c1ccc(C(N)=O)cc1,2,1,-3,5,0.3,0,0,-1,1
CCc1ccccc1NC(=O)c1cnc2n(c1=O)CCS2,-3,-4,-5,6,-2.1,-2,-2,2,3
O=C(CCc1ccccc1)Nc1cc(Cl)ccc1O,-1,-6,-1,9,0.2,8,7,-5,-7
CCc1ccc(NC(=O)c2n[nH]c(=O)c3ccccc23)cc1,-8,-23,-10,-4,-0.7,3,3,3,2
O=C(Nc1ccc(N2CCOCC2)cc1)C1CCN(S(=O)(=O)c2ccc3c(c2)OCCO3)CC1,1,-1,-3,-7,1.5,2,0,-7,6
COc1ccc(OCC(=O)N2CCC(n3nccc3NC(=O)C3CC3)CC2)cc1,0,-1,-1,1,-1.6,4,4,-3,0
O=C(CSc1ccc(F)cc1)Nc1ccc(Br)cc1,-7,-3,-3,5,0.6,7,-2,-1,8
CCC(=O)c1ccc(OCC(O)CN2CCN(C(c3ccccc3)c3ccccc3)CC2)cc1 (configuration not stated),1,3,-6,-1,-0.6,-1,8,0,0
O=C(CN1C(=O)C2CCCCC2C1=O)Nc1ccc(OC(F)F)c(Cl)c1 (configuration not stated),.,3,2,6,.,1,0,.,.
CC(C)N(C)CCOC(=O)c1ccccc1Cl,-2,2,3,-2,-0.2,-1,1,-5,-3
COc1ccc(CN(Cc2nc3ccccc3c(=O)[nH]2)C(=O)c2ccco2)cc1,-1,-1,1,-1,0.0,1,5,-5,8
O=C(COc1ccc(Br)cc1Br)NNC(=O)c1cccs1,-5,1,-1,-10,-1.9,2,2,0,0
c1cncc(Nc2c3ccccc3nc3ccccc23)c1,-2,-2,5,11,3.4,8,10,-5,-9
CC1=CCC2C(=O)N(c3cccc(C(=O)Nc4ccc(Cl)cc4)c3)C(=O)C2C1 (configuration not stated),0,-1,-3,-1,0.3,4,0,1,-6
CCCNS(=O)(=O)c1ccc(CCC(=O)N2CCC(C)CC2)cc1,-2,5,1,-3,4.2,2,5,-2,7
CC(=O)CCSc1ncnc2sc(-c3ccccc3)cc12,3,2,1,4,1.2,1,1,0,13
Cc1cc(-c2nnc(SCC(=O)Nc3nccs3)o2)no1,4,-4,5,3,-20,13,14,4,17
O=C(O)COc1ccc(/C=N/n2c(COc3ccccc3)nc3ccccc3c2=O)cc1,0,3,-3,3,.,0,9,0,2
COc1ccccc1CNC(=O)C1CCCN1S(=O)(=O)c1cccc2cccnc12 (configuration not stated),0,17,-2,0,3.1,6,4,-5,1
O=[N+]([O-])c1ccc(O)c(/C=N/Nc2nc3ccccc3[nH]2)c1,4,7,-1,6,-3.4,9,20,3,5
CCCCCCCOc1ccc(C2CC(=O)N(C)C2=O)cc1 (configuration not stated),0,-4,1,3,1.7,6,8,1,9
COc1ccc(OC)c(N2Cc3ccccc3C2)c1,3,4,-2,10,0.1,2,-9,1,13
Cc1cccc(Nc2ncnc(N)c2[N+](=O)[O-])n1,0,-4,-2,7,-1.7,8,9,-8,3
O=C(CCS(=O)(=O)c1ccc(Cl)cc1)Nc1ccc(F)cc1,14,4,4,-4,1.0,4,7,-7,7
C/C(=N\NC(=O)c1ccc(C)cc1C)c1ccc2c(c1)OCO2,8,4,3,7,-0.8,7,18,-1,3
Cc1cc(NC(=O)C2CCCN2C(=O)Nc2cccc(Cl)c2)ccc1-n1cnnn1 (configuration not stated),-3,-5,-5,0,-0.8,6,4,1,4
O=C(COc1ccc(Cl)cc1)NCC(=O)N1CCC2(CC1)NCCc1[nH]cnc12,-3,-6,-4,-4,3.1,1,4,0,4
COc1cccc(NC(=O)[C@H](C)NC(=O)C2CCN(S(=O)(=O)c3ccc(C)cc3)CC2)c1,-2,-1,-3,-3,1.5,7,8,-1,-4
O=C(NC(NC(=S)Nc1cccc(Cl)c1)C(Cl)(Cl)Cl)OCc1ccccc1 (configuration not stated),-64,-103,-2,11,1.7,8,8,-1,-16
O=C(NCc1ccccc1F)C1CCCN1C(=O)NC1CCCCC1 (configuration not stated),3,-1,-1,-1,-0.4,5,5,-4,4
Cc1ccc2c(c1)N(CC(=O)N1CCc3ccccc3C1)C(=O)CO2,0,-2,-6,7,-1.7,-1,1,-1,-1
COc1cc2[nH]c(=S)n(N(C(C)=O)C(C)=O)c(=O)c2cc1OC,5,-1,-1,4,-1.7,-9,-14,-3,4
COCCn1c(C)cc(C(=O)CSc2nnc3ccccn23)c1C,2,2,-2,7,0.5,-3,0,1,5
O=C(NCc1ccc(F)cc1F)c1cc(COc2c(F)cccc2F)on1,4,-1,0,1,-1.7,9,2,-1,0
COc1ccccc1CN1CCC(n2nccc2NC(=O)CCOc2ccccc2)CC1,1,-2,-1,5,1.0,6,2,0,5
O=C1C2CC=C(Cl)CC2C(=O)N1CCc1ccccc1 (configuration not stated),3,0,-2,43*,-34*,33*,41*,-12,16
